Compound activity (PubChem BioAssay)
ERK EGF inh: blocks ERK signaling stimulated by EGF; AID 1454; HEK293-V1b, EGF-stimulated phospho-ERK AlphaScreen; 0.41% of 130,000 active; Potency, µM (titrated, usually from 11.5 µM), for inactives: top-dose activity change, negative = inhibition, most hits filed as inhibitors; active = well fitted inhibition curve with a large enough effect; inconclusive = small, poorly fitted or top-dose-only effect, or effect the other way;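 also: plate controls were stimulated vehicle wells for no effect and unstimulated vehicle basal for full effect; nearly all actives have a fitted effect of over 55% in size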
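In this qHTS, HEK293 cells with stable type-1 vasopressin (V1b) receptor were exposed to compound at 37C for 30 min, stimulated 5 min with EGF at 25 nM, lysed, and probed for phospho-ERK by AlphaScreen.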
* marks the source's active call; other numbers are inactive results; ? = inconclusive; [ ] = another dose, or the depositor's remark. Potency is read from the fitted curve at half-maximal effect. The list is partial; the hit share may differ from the screen's.

| ERK EGF inh | compound |
| --- | --- |
| -3% | O=C1N=C(N2CCCCC2)S/C1=C/C1=Cc2ccccc2OC1 |
| -2%[57.5 µM] | O=C(O)COc1ccccc1/C=N/NC(=O)CN1CCN(Cc2ccccc2Cl)CC1 |
| -2% | Cc1nn(-c2ncc(C(F)(F)F)cc2Cl)c(=O)n1-c1c(F)cccc1F |
| -13%[57.5 µM] | CC(=O)NCCCC(=O)NC(CCC(=O)OCc1ccccc1)C(=O)OCc1ccccc1 (stereo not drawn) |
| 8% | CCNc1nc(NC(C)C)nc(OCCOC(=O)Nc2ccccc2)n1 |
| -3% | Cc1cc(Nc2ccccc2)nc2cc(O)ccc12 |
| 3% | CN(CCC#N)C(=O)CSc1nc2scc(-c3ccccc3)c2c(=O)[nH]1 |
| -12% | CC(C(=O)O)N1C(=O)C2C3CC(C2C1=O)C1C(c2ccccc2)c2sc(=O)[nH]c2SC31 (stereo not drawn) |
| 11% | COc1ccc(C)cc1-n1nnnc1SCC(=O)NNC(=O)c1ccc([N+](=O)[O-])cc1 |
| -1% | COc1cc(/C=C/C(=O)O)cc(S(=O)(=O)Nc2ccc3nc(SC)sc3c2)c1OC |
| 0%[57.5 µM] | C#CC(C)(C)NC(=O)c1ccc(-c2ccccc2F)cc1 |
| -7% | CCCCC/C=C\C/C=C\C/C=C\CCCCCCC(=O)O |
| 4% | CNC(=S)NCc1ccc2[nH]c3c(c2c1)CCCC3 |
| 1% | CC1CC(C)CN(C(=O)CSc2ccsc2[N+](=O)[O-])C1 (stereo not drawn) |
| 4% | Cc1ccc(/C=N/NC(=O)CNC(=O)c2cccs2)o1 |
| -2%[57.5 µM] | O=C(Nc1ccc(F)c([N+](=O)[O-])c1)c1ccc2c(c1)C(=O)OC2=O |
| -3% | O=c1c(C/C=C/c2ccccc2)c(O)ccn1Cc1cccc(Cl)c1 |
| -7% | CC(C)(Cc1ccc(O)cc1)NC(=O)CC(=O)N/N=C/c1ccc([N+](=O)[O-])cc1 |
| 3% | O=C(c1ccc([N+](=O)[O-])s1)N1CCN(c2cccc(Cl)c2)CC1 |
| -9% | Clc1ccc(-c2nc3ccccn3c2CN2CCSCC2)cc1 |
| -9% | N#C/C(=C\c1ccc(N2CCOCC2)o1)C(=O)NCC1CCCO1 (stereo not drawn) |
| 7% | CCCC(=O)N/N=C1\CS(=O)(=O)N(C)c2ccsc21 |
| -4%[57.5 µM] | c1ccc(-c2nn[nH]n2)cc1 |
| -1%[57.5 µM] | CN1CCN(c2nc(Nc3ccccc3)nc(N)c2[N+](=O)[O-])CC1 |
| 10% | Cc1cccc(C)c1NC(=O)C(c1ccccc1)N1CCN(C(=O)c2ccco2)CC1 (stereo not drawn) |
| -4% | Cc1ccc(Cn2nnc3c(=O)n(CC(=O)OCc4ccccc4)cnc32)cc1 |
| 0%[57.5 µM] | COc1ccc(C(=O)/C=C/c2ccccc2)c(OC)c1 |
| -4% | CCc1cccc(CC)c1-n1c(SCC(=O)N2CCc3ccccc3C2)nnc1-c1cccnc1 |
| 16% | CC(C)NC(=O)CN1C(=O)C(=O)c2ccccc21 |
| 1% | CC(NC(=O)c1cc(Br)ccc1Br)c1ccccc1 (stereo not drawn) |

Taken from above:
`COc1ccc(C(=O)/C=C/c2ccccc2)c(OC)c1` | ERK EGF inh = 0%[57.5 µM]
`Clc1ccc(-c2nc3ccccn3c2CN2CCSCC2)cc1` | ERK EGF inh = -9%

Next structures
| ERK EGF inh | compound |
| --- | --- |
| 20% | O=C(C1=NN(c2ccccc2)C2C(=O)N(c3ccccc3Cl)C(=O)C12)c1ccccc1 (stereo not drawn) |
| -4% | CCC(C)[C@H](NC(=O)Nc1cccc(Br)c1)C(=O)OC (stereo partly drawn) |
| -4% | N#CC1=C(N)Oc2c(ccc3cccnc23)C1c1cccnc1 (stereo not drawn) |
| 4%[57.5 µM] | COc1ccc(/C=N/NC(=O)c2ccn[nH]2)cc1CN1CCOCC1 |
| 5% | CC(C)N(Cc1nc(-c2ccccc2)no1)C(=O)CN1C(=O)c2ccccc2C1=O |
| 8% | COc1ccccc1N1CCN(CCN(C(=O)C2CCCCC2)c2ccccn2)CC1 |
| -3%[57.5 µM] | Cc1c(C#N)c2ccccc2n1C |
| -10% | O=C(Cc1c[nH]c2ccccc12)NNC(=O)c1ccccc1 |
| -1% | O=C(Cc1ccccc1)N1CCN=C1SCc1cccc([N+](=O)[O-])c1 |
| 3% | CCOc1ccc(N(C(=O)CNC(=O)c2ccco2)C(C(=O)NC2CCCC2)c2ccncc2)cc1 (stereo not drawn) |
| -2% | Fc1ccc(-n2c(-c3ccc4c(c3)OCO4)n[nH]c2=S)cc1Cl |
| 4% | CC(C)N1CC23C=CC(O2)C(C(=O)OCc2ccccc2)C3C1=O (stereo not drawn) |
| 12% | Cc1cccc(NC(=O)NNC(=O)c2nn(C)cc2Br)c1 |
| 0% | Oc1ccc(C(c2nnnn2C2CCCCC2)N2CCOCC2)cc1 (stereo not drawn) |
| -3% | CCCCC[C@H](O)/C=C/C=C/C=C/[C@@H](O)C/C=C\CCCC(=O)O |
| -6% | COCCCN(C(=S)NC(=O)C12CC3CC(CC(C3)C1)C2)c1c(N)n(Cc2ccccc2)c(=O)[nH]c1=O |
| ? | Cc1ccccc1NC(=O)COc1ccc2c(c1)OC(C)(C)CC2=O |
| -4% | CS(=O)(=O)N1CC2CCCN2c2ccc(C(F)(F)F)cc21 (stereo not drawn) |
| -11% | COc1ccc(OC)c(NC(=O)Nc2cc(NC(=O)Nc3cc(OC)ccc3OC)c(C)nc2C)c1 |
| -2% | O=C1c2ccccc2C(=O)N1Cc1cccnc1 |
| -15% | NS(=O)(=O)c1ccc(C(=O)O)cc1 |
| -5% | CO/N=C/C(NC(=O)c1ccc(C(F)(F)F)cc1)C(=O)OC (stereo not drawn) |
| -8% | CC(C)CCNC(=O)[C@H](CSCc1ccccc1)N1Cc2ccccc2C1=O |
| 0% | COc1cc(C2/C(=C(/O)c3ccccc3)C(=O)C(=O)N2c2ccccn2)ccc1O (stereo not drawn) |
| -2%[57.5 µM] | O=C1c2ccccc2C(=O)c2c1cccc2-n1nnc2ccccc21 |
| -3% | S=C(Nc1ccc2c(c1)OCO2)Nc1ccc2c(c1)OCO2 |
| -9%[57.5 µM] | Cc1ccc(/C=N\NC(=O)C2CC(=O)N(c3ccccc3)C2)o1 (stereo not drawn) |
| ? | COc1ccc(C)c2sc(=NC(=O)c3cccc(N4C(=O)CCC4=O)c3)n(C)c12 |
| 0% | O=C(N=C1c2ccccc2CN1c1ccccc1)c1cccc([N+](=O)[O-])c1 |
| -1%[57.5 µM] | O=C(O)c1nn(CC(=O)N2CCN(S(=O)(=O)c3ccc(Cl)cc3)CC2)c(=O)c2ccccc12 |

Some of these compounds in order of molar mass, lowest first.
| ERK EGF inh | compound |
| --- | --- |
| -4% | CS(=O)(=O)N1CC2CCCN2c2ccc(C(F)(F)F)cc21 (stereo not drawn) |
| ? | Cc1ccccc1NC(=O)COc1ccc2c(c1)OC(C)(C)CC2=O |
| 0% | COc1cc(C2/C(=C(/O)c3ccccc3)C(=O)C(=O)N2c2ccccn2)ccc1O (stereo not drawn) |
| -6% | COCCCN(C(=S)NC(=O)C12CC3CC(CC(C3)C1)C2)c1c(N)n(Cc2ccccc2)c(=O)[nH]c1=O |

Other structures
| ERK EGF inh | compound |
| --- | --- |
| -5% | Cc1ccc(NC(=O)CNc2ccccc2CN(C)C2CCCCC2)cc1 |
| 1% | Cc1nc(Cl)c2c(n1)NC1=C(O2)C(=O)CCC1 |
| -5% | CCCN(CCC)CCCNC(=S)Nc1ccc2nc(N3CCN(CC)CC3)cc(C)c2c1 |
| -1% | CC(C)c1nnc(NC(=O)C2CCCN2C(=O)Nc2ccccc2[N+](=O)[O-])s1 (stereo not drawn) |
| 9% | O=C(Cn1cnc2c(nnn2Cc2ccccc2)c1=O)N1CCCc2ccccc21 |
| 0% | CC(=O)c1cccc(NC(=O)Cc2coc3cc4c(cc23)CCC4)c1 |
| ? | COc1cc(-c2nc3ccccn3c2/N=C/c2cc(OC)c(O)cc2Cl)ccc1O |
| 5% | O=C(O)c1ccccc1Nc1ccc([N+](=O)[O-])cc1 |
| -2% | O=C(O)C1CCCN1S(=O)(=O)c1cccc2nsnc12 (stereo not drawn) |
| 4% | O=C1c2ccccc2C(=O)N1CCCCN(C(=O)c1cc2ccccc2oc1=O)c1ccc(Cl)cc1 |
| 15% | CC(=O)NC1C2CN3CCN(C2)CC1(Cc1ccccc1)C3 (stereo not drawn) |
| -1% | CC(C)=CC(=O)OCC(=O)Nc1cc(C)ccc1C |
| -7% | Cc1ccc(S(=O)(=O)N2CCCCC2)cc1NC(=O)c1ccc2c(c1)OCO2 |
| ? | O=C(c1ccc(S(=O)(=O)NCC2CCCO2)cc1)N1CCN(c2cccc(Cl)c2)CC1 (stereo not drawn) |
| -1% | COc1ccc(CCc2nnc(CCC(=O)NCc3cnc4ccccn34)o2)cc1 |
| 8% | Cc1ccc(N2C(=O)CC(c3c[nH]c4ccccc34)C2=O)cc1 (stereo not drawn) |
| 1%[57.5 µM] | Cc1ccc(C(CC(=O)NCCCN(C)C)c2ccc(OC(C)C)cc2)cc1 (stereo not drawn) |
| 1% | Clc1cccc2c1CN(C1=NCCN1)C2 |
| 6% | CCCNC(=S)Nc1cccc(C(F)(F)F)c1 |
| 1% | CC(C)OCc1c(C(=O)Nc2nccs2)oc2ccccc12 |
| 1% | CSc1nnc2c(n1)OC=Nc1ccccc1-2 |
| -7%[57.5 µM] | C=CCNC(=O)NC(=O)COC(=O)[C@H](C)NS(=O)(=O)c1c(C)c(C)cc(C)c1C |
| 3% | Cc1ccnc(SCc2cc(=O)c(OC(=O)c3cccs3)co2)n1 |
| 9% | CC1CCCC(NC(=O)C2CCN(S(=O)(=O)N3CCCCC3)CC2)C1C (stereo not drawn) |
| 0% | CSc1ncccc1C(=O)Nc1nc2c(C)cccc2s1 |
| 4% | Cc1cccc(C(=O)Nc2ccccc2SCC(=O)Nc2ccc(C)c(Cl)c2)c1 |
| -5% | CCOc1ccc(NC(=S)c2ccncc2)cc1 |
| 3% | O=C(NCC(=O)N(Cc1cccs1)C(C(=O)NC1CCCCC1)c1ccco1)c1ccco1 (stereo not drawn) |
| 2% | CCc1ccc(NC(=O)COC(=O)c2ccc(Cl)c(S(=O)(=O)N3CCCCCC3)c2)cc1 |
| 8% | CCCCn1c(=O)c(CCC(=O)OCC(=O)Nc2cc(Cl)ccc2OC)nc2ccccc21 |

Compounds shown so far with a cyano group:
| ERK EGF inh | compound |
| --- | --- |
| 3% | CN(CCC#N)C(=O)CSc1nc2scc(-c3ccccc3)c2c(=O)[nH]1 |
| -9% | N#C/C(=C\c1ccc(N2CCOCC2)o1)C(=O)NCC1CCCO1 (stereo not drawn) |
| -4% | N#CC1=C(N)Oc2c(ccc3cccnc23)C1c1cccnc1 (stereo not drawn) |
| -3%[57.5 µM] | Cc1c(C#N)c2ccccc2n1C |

Back to the main list; the seven compounds before the break are reprinted first.
| ERK EGF inh | compound |
| --- | --- |
| 9% | CC1CCCC(NC(=O)C2CCN(S(=O)(=O)N3CCCCC3)CC2)C1C (stereo not drawn) |
| 0% | CSc1ncccc1C(=O)Nc1nc2c(C)cccc2s1 |
| 4% | Cc1cccc(C(=O)Nc2ccccc2SCC(=O)Nc2ccc(C)c(Cl)c2)c1 |
| -5% | CCOc1ccc(NC(=S)c2ccncc2)cc1 |
| 3% | O=C(NCC(=O)N(Cc1cccs1)C(C(=O)NC1CCCCC1)c1ccco1)c1ccco1 (stereo not drawn) |
| 2% | CCc1ccc(NC(=O)COC(=O)c2ccc(Cl)c(S(=O)(=O)N3CCCCCC3)c2)cc1 |
| 8% | CCCCn1c(=O)c(CCC(=O)OCC(=O)Nc2cc(Cl)ccc2OC)nc2ccccc21 |
| 8% | CCOC(=O)N/N=C\c1ccc(C)s1 |
| -8% | COC(=O)NCN1C(=O)C2C3C=CC(C3)C2C1=O (stereo not drawn) |
| 11% | COc1cccc(NC(=S)N/N=C2/CCCCc3ccccc32)c1 |
| 7% | CN(C(=O)CSCC(=O)O)C1CCCCC1 |
| 1% | COc1cc(/C=C/C(=O)NC(C)C)ccc1OCc1ccccc1 |
| -1% | O=C(CCN1CCN(c2ccccc2)CC1)Nc1cccc(Br)c1 |
| 3% | CCN1C(C(=O)c2ccccc2)=C(Nc2ccccc2C)c2ccccc2S1(=O)=O |
| -21%[57.5 µM] | OCCC1CN(Cc2cnc(-c3ccc(Cl)cc3)nc2)CCN1C1CCCC1 (stereo not drawn) |
| 6% | COc1ccc2cc(C3C(C#N)=C(N)OC(C)=C3C(C)=O)c(Cl)nc2c1 (stereo not drawn) |
| 3% | CCN(CC)S(=O)(=O)c1ccc(C(=O)Oc2coc(CSc3nc(C)cc(C)n3)cc2=O)cc1 |
| -10% | Cc1ccn2cc(CCNS(=O)(=O)c3ccc4c(c3)CCCC4)nc2c1 |
| 2% | CCOC(=O)N1CCN(CCC(=O)Nc2ccc(OC)cc2OC)CC1 |
| -14% | Cc1ccc(-c2c(C(=O)NCc3ccccc3)oc(=O)c3ccccc23)cc1 |
| -7% | CC(=O)NNc1ncnc2c1cnn2-c1ccc(C)cc1 |
| -3%[57.5 µM] | C=C(C)CN(CC)C(=O)CC1C(=O)NCCN1CC(C)(C)C (stereo not drawn) |
| -1% | CCOc1ncccc1C(=O)N(C)CC(=O)Nc1ccc(C)cc1 |
| -6% | CC(C(=O)Nc1ccc2c(c1)OCO2)c1ccc([N+](=O)[O-])cc1 (stereo not drawn) |
| 7%[57.5 µM] | Cc1nc(S/C(=C/c2ccc(-c3cc(Cl)ccc3C)o2)C(=O)O)n[nH]1 |
| -12% | COc1ccc2c(c1)-c1nc(N)sc1CC2 |
| 2% | Cc1cccc(NC(=O)Nc2ccc3c(c2)OCO3)n1 |
| 7% | CC(C)CCn1nnnc1C(C(C)C)N1CCC(C(N)=O)CC1 (stereo not drawn) |
| 1% | Fc1ccc(CSc2nnc3ccc(-c4ccncc4)nn23)cc1 |
| 14% | CN(c1ccccc1)c1ccc(/C=N/NC(=O)CC#N)cc1 |
| -1% | Cc1ccc(-c2nc(-c3ccc(Cl)cc3)sc2CC(=O)O)c(C)c1 |
